# Bioassay records (PubChem)
# mouse IAP activators = mouse intestinal phosphatase enzyme activation – biochemical, luminescence, single concentration, confirmation (AID 434970); activity change, negative = activation, % at 10 µM; purified mouse IAP, CDP-Star luminescence, 30 min; hits give low values; 11,000 compounds, 2.9% hits; in the data active means activity change below about -85%;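 further: percent relative to enzyme plus DMSO wells and wells without enzyme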
# mouse IAP activators Fold change = recorded beside mouse IAP activators, whose call it bears; activation factor; measured here: IAP activation factor; hits give high values;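 fold luminescence change scaled to plate control wells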
# * hit, by the source's call.
# The first 2 compounds as a preview:
SMILES,mouse IAP activators,mouse IAP activators Fold change
O=C(Cn1nc(-c2ccc(Cl)cc2)c2ccccc2c1=O)NCC1CCCO1 (stereo not given),6,0.94
Cc1ccc2nc(C)cc(OCC(=O)O)c2c1,-2,1

# The listing, from the first entry:
SMILES,mouse IAP activators,mouse IAP activators Fold change
O=C(Cn1nc(-c2ccc(Cl)cc2)c2ccccc2c1=O)NCC1CCCO1 (stereo not given),6,0.94
Cc1ccc2nc(C)cc(OCC(=O)O)c2c1,-2,1
Cc1cc(NC(=O)CCCC(=O)OCC(F)(F)C(F)F)cc(C)c1C(=O)O,5,0.95
CSc1nc(NC(C)(C)C)nc(Oc2ccc(=O)n(C)n2)n1,0,1
COc1ccc(C(=O)Nn2c(SCC(=O)NCC3CCCO3)nc3ccccc3c2=O)cc1 (stereo not given),1,0.99
CCCc1[nH]nc2c1C(c1ccc(OC)c(CSC3=NCCS3)c1)C(C#N)=C(N)O2 (stereo not given),9,0.91
CCOC(=O)C1=CN(Cc2cccc(F)c2)S(=O)(=O)N(CC)C1c1ccc2ccccc2c1 (stereo not given),2,0.98
Cc1cccc(OCCCSc2nc3ccccc3[nH]2)c1,-13,1.1
Cc1ccc(C(=O)Nc2ccc3c4c(cccc24)CC3)cc1[N+](=O)[O-],4,0.96
C[C@]12c3[nH]c4ccc(Cl)cc4c3CCN1C(=O)[C@@H](CC(=O)NCCCn1ccnc1)C[C@@H]2C(=O)N1CCOCC1,-10,1.1
c1ccc(Nc2nc(-c3cccnc3)cs2)nc1,7,0.93
N#Cc1cc2c(nc1SCC(=O)Nc1sc3c(c1C#N)CCC3)CCCCCC2,-2,1
O=C(NNC(=O)C1CCCO1)c1ccc(Cl)cc1 (stereo not given),11,0.89
COc1ccc(-n2c(SCc3ccc(C#N)cc3)nnc2-c2ccccn2)cc1,3,0.97
COc1cccc(NC(=O)CSc2nnc(CN3CCOCC3)n2C)c1,7,0.93
CCCCN(C)S(=O)(=O)c1cc(Br)cc2c1N(C(=O)C1CC1)CC2,11,0.89
O=S(=O)(c1ccc(OCC(O)CN2CCCC2)cc1)N1CCOCC1 (stereo not given),15,0.85
CCOC(=O)c1cc(CC)sc1NC(=O)c1cc([N+](=O)[O-])ccc1N1CCOCC1,4,0.96
C/C(Cl)=C/Cc1c(C)[nH]c2ccc(C)cc2c1=O,2,0.98
O=C(Nc1cc(Cl)cc(Cl)c1)C1CCC(=O)N1Cc1ccccc1Cl (stereo not given),-70,1.7
CC(C)CCNC(=O)C(c1ccncc1)N(Cc1cccs1)C(=O)Cn1nnc(-c2ccc(F)cc2)n1 (stereo not given),-15,1.1
O=C(Nc1cccc(F)c1)Nc1cccc(Cl)c1,-111*,2.1*
CSCCC(C(=O)NC1=NCCS1)N1C(=O)c2ccccc2C1=O (stereo not given),2,0.98
N/C(COc1cccc(Cl)c1)=N\NS(=O)(=O)c1ccccc1,13,0.87
CCOCC(=O)Nc1cc(OC)c(Cl)cc1OC,5,0.95
O=C1c2ccccc2CC1(Cc1ccccc1)Cc1ccccc1,3,0.97
CCc1c(C)c(C#N)c2nc3ccccc3n2c1N1CCN(c2cc(C)ccn2)CC1,-1,1
Cc1cccc(OCc2nnc(SCC(=O)N3CCN(c4ccccc4)CC3)o2)c1C,16,0.84
Cc1c(C(=O)NCCCN2CCCC2=O)oc2ccc(S(=O)(=O)N3CCOCC3)cc12,-1,1
CCN(CC(=O)NCc1cccs1)c1ccc(S(=O)(=O)N2CCOCC2)cn1,8,0.92
CCc1cc(Cn2nc(-c3ccccc3)cc2C(=O)NCc2ccc(C)cc2)on1,-70,1.7
O=C1[C@H](Oc2ccccc2)[C@@H](c2ccccc2)N1c1ccncc1,-1,1
COc1ccc(-c2nnn(CC(=O)c3ccc4c(c3)OCCO4)n2)cc1OC,6,0.94
O=C(NOCc1ccccc1)c1coc(-c2ccccc2)n1,-22,1.2
CCOC(=O)c1ccc(CSc2nnc(N)s2)cc1,-5,1.1
Cc1ccc2c(CC(=O)OCc3csc(C)n3)coc2c1,-4,1
Cc1sc2nc(CN3CCOCC3)nc(Oc3ccc(NC(=O)c4ccco4)cc3)c2c1C,-7,1.1
O=c1c2ccccc2nc(-c2ccccc2)n1CCCn1ccnc1,-1,1
Cc1cc(C)n(-c2nc(SCC(=O)N3CCCC3)c3c4c(sc3n2)CCCC4)n1,-3,1
CCC(=O)NC(NC(=O)CC)C(Cl)Cl,7,0.93
COc1ccc(C(=O)Nc2cc3c(cc2OC)CCCC3)cc1Br,0,1
Cc1n[nH]c(C)c1Sc1ccccc1N=Cc1cc(Cl)cc([N+](=O)[O-])c1O,21,0.79
CCN1C(=O)[C@H]2[C@H]3CN=C(SCc4ccc(C(=O)OC)cc4)N3[C@@](CC)(C(=O)OC)[C@H]2C1=O,-6,1.1
O=c1cc(-c2ccc(O)cc2)oc2cc(O)c(C3OC(CO)C(O)C(O)C3O)c(O)c12 (stereo not given),47,0.53
On1c(-c2ccco2)nc2c1CCc1nonc1-2,27,0.73
CC(CNC(=S)Nc1cc(F)cc(F)c1)CSc1ccc(Cl)cc1 (stereo not given),-30,1.3
COc1cccc(OC)c1C(=O)Nc1ccc(N2CCN(S(C)(=O)=O)CC2)cc1,7,0.93
CC(CC(=O)Nc1ccc2c(c1)OCCO2)c1ccccc1 (stereo not given),-10,1.1
Cc1cc(C)c(S(=O)(=O)n2ccc3ccccc32)c(C)c1,-5,1
Cc1nc(NS(=O)(=O)c2cccs2)c2c3c(sc2n1)CCC3,-3,1
# The listing continues:
SMILES,mouse IAP activators,mouse IAP activators Fold change
CC1CCc2cc(F)ccc2N1C(=O)c1ccc2c(c1)OCO2 (stereo not given),-6,1.1
COCCCNCCOc1cc(C(C)C)ccc1C,1,0.99
COc1cc2c(C(=O)N3CCN(c4cccc(Cl)c4)CC3)cn(C)c(=O)c2cc1OC,-10,1.1
C=CCc1cc(/C=N/n2cnnc2)cc(OCC)c1O,-6,1.1
CCn1c(SCC(=O)N/N=C/c2ccc(C)s2)nc2ccccc21,3,0.97
CCOC(=O)c1cnc(Nc2nc3ccccc3o2)nc1CSc1nnc(C)s1,-1,1
COc1cccc(C2=NN(C(=O)c3ccccc3)C(O)(C(F)(F)F)C2)c1 (stereo not given),3,0.97
O=C(COC(=O)CCc1ccc(S(=O)(=O)N2CCOCC2)cc1)Nc1ccc(Cl)cn1,8,0.92
COC(=O)c1sc(NC(=O)CSc2nc3cccnc3n2C2CCCCC2)nc1C,9,0.91
CCCNS(=O)(=O)c1cc(Br)cc2c1N(C(=O)CC)CC2,7,0.93
CCCCn1c(C)cc(C)c(S(=O)(=O)c2ccccc2C)c1=O,7,0.93
CC(=O)Nc1ccc(S(=O)(=O)N(Cc2ccccc2)C(C)C)cc1,-5,1.1
CC(C)CNC(=O)c1c2c(nc3ccccc13)-c1ccccc1CC2,-3,1
CCCC(=O)Nc1nnc(-c2cccc(OCC)c2)s1,8,0.92
CCCn1c(=O)c2ccccc2n2c(SCC(=O)Nc3cc(C)on3)nnc12,3,0.97
O=c1[nH]c(N2CCCCC2)nc2c1CCCC2,2,0.98
O=C(Cc1coc2ccc3ccccc3c12)N1CCN(c2ncccn2)CC1,0,1
CC(C)OCCCNC(=O)c1sc(=S)n(C)c1N,5,0.95
O=C1/C(=C\c2ccco2)SC(=S)N1C1CCCCC1,52,0.48
Cc1cc(C)nc(N2CCCC(C(=O)Nc3nnc(C(C)C)s3)C2)n1 (stereo not given),-6,1.1

# Entries of single compounds from above. Order of values: mouse IAP activators | mouse IAP activators Fold change
# COc1ccc(C(=O)Nc2cc3c(cc2OC)CCCC3)cc1Br as listed: 0 | 1
# COc1cc2c(C(=O)N3CCN(c4cccc(Cl)c4)CC3)cn(C)c(=O)c2cc1OC as listed: -10 | 1.1
# On1c(-c2ccco2)nc2c1CCc1nonc1-2 as listed: 27 | 0.73
# CSc1nc(NC(C)(C)C)nc(Oc2ccc(=O)n(C)n2)n1 as listed: 0 | 1
# O=c1cc(-c2ccc(O)cc2)oc2cc(O)c(C3OC(CO)C(O)C(O)C3O)c(O)c12 (stereo not given) as listed: 47 | 0.53

# Returning to the listing with the 4 entries that preceded the break.
SMILES,mouse IAP activators,mouse IAP activators Fold change
O=C(Cc1coc2ccc3ccccc3c12)N1CCN(c2ncccn2)CC1,0,1
CC(C)OCCCNC(=O)c1sc(=S)n(C)c1N,5,0.95
O=C1/C(=C\c2ccco2)SC(=S)N1C1CCCCC1,52,0.48
Cc1cc(C)nc(N2CCCC(C(=O)Nc3nnc(C(C)C)s3)C2)n1 (stereo not given),-6,1.1
C=CCc1cc(C)ccc1OCCn1ccnc1,-8,1.1
Cc1ccc(NC(=S)NC2CCSc3ccccc32)cc1 (stereo not given),-37,1.4
CC1(C)CC(NC(=O)CCC2CCCC2)CC(C)(C)N1,4,0.96
CCCCCCC1NC(C(=O)O)CS1 (stereo not given),12,0.88
CCCCN1Cc2ccccc2Oc2cc(Br)ccc2S1(=O)=O,5,0.95
COc1ccc(CCNC(=O)CN(C)S(=O)(=O)c2cccc3nsnc23)cc1OC,3,0.97
Cc1ccc(NC(=S)C2=C(O)c3sccc3N(C)S2(=O)=O)cc1,22,0.78
Cc1ccc(S(=O)(=O)n2ccc3cccnc32)cc1,7,0.93
O=C(NCc1ccco1)c1sc(=S)n2c1[nH]c(=O)c1ccccc12,29,0.71
COc1ccc(N2CCN(S(=O)(=O)/C=C/c3ccccc3)CC2)cc1,-7,1.1
COc1ccc(Br)cc1C(=O)NCc1cccnc1,9,0.91
COc1ccc2[nH]c3c(c2c1)CCN1C(=O)C(CC(=O)NCCc2ccccn2)C[C@H](C(=O)N2CCOCC2)[C@@]31CCC1CCCC1 (stereo not given in full),-10,1.1
CC1=CC(c2ccccc2)=NS(=O)(=O)N1,3,0.97
COC(=O)CSC1=C(C#N)C(=O)NC(c2ccccc2)S1 (stereo not given),-7,1.1
CC(C)c1nnc(SCC(=O)NCc2ccc3c(c2)OCO3)n1C,-4,1
COc1ccc(-c2cc3nc(C)c(CCC(=O)NC(C)CCc4ccco4)c(C)n3n2)c(OC)c1 (stereo not given),-2,1
CCc1ccc(N(CC(=O)NC)S(C)(=O)=O)cc1,-6,1.1
O=C(CN1CCCCC1)Nc1ccc(NC(=O)c2ccc(Cl)cc2)cc1Cl,0,1
Cn1c(=O)c2c(nc(SCC(=O)NCc3ccc4c(c3)OCO4)n2Cc2ccc(F)cc2)n(C)c1=O,5,0.95
CC(=O)c1ccc(NC(=O)CCn2c(=O)oc3ccccc32)cc1,-3,1

# Reformatted: 2 of the compounds above
COc1ccc2[nH]c3c(c2c1)CCN1C(=O)C(CC(=O)NCCc2ccccn2)C[C@H](C(=O)N2CCOCC2)[C@@]31CCC1CCCC1 (stereo not given in full)
  mouse IAP activators: -10; mouse IAP activators Fold change: 1.1

CC1=CC(c2ccccc2)=NS(=O)(=O)N1
  mouse IAP activators: 3; mouse IAP activators Fold change: 0.97

# Going on with the list.
SMILES,mouse IAP activators,mouse IAP activators Fold change
CCN(CC)S(=O)(=O)c1ccc2oc(C(=O)N3CCOCC3)c(C)c2c1,7,0.93
O=C(O)c1cc(-c2ccccc2)n(-c2ccccc2C(=O)O)n1,15,0.85
C#CCOCCOCCOCCNc1nc(N2CCN(C(=O)CCCCCCCCCCNC(=O)Cn3cc(CCCCCN)nn3)CC2)nc(N2CCN(C(=O)CCCCCCCCCCNC(=O)[C@@H](CCSC)n3cc(CCO)nn3)CC2)n1,-256*,3.6*
COc1ccc(-c2nc(N3CCCC3)[nH]c(=O)c2C#N)cc1,5,0.95
CC(C)c1ccc(NC(=O)NC2CCN(CC(=O)Nc3cccc4ccccc34)CC2)cc1,-272*,3.7*
COCc1cc(C)nc(NCCO)c1C#N,7,0.93
CCOC(=O)N1CCC(NCCNC(=O)c2ccccc2)CC1,3,0.97
Cc1cc(C(F)(F)F)n2ncc(-c3ccccc3)c2n1,2,0.98
O=C(NC(NC1CCS(=O)(=O)C1)C(Cl)(Cl)Cl)c1ccc(Br)cc1 (stereo not given),-16,1.2
CCCc1nnc(SCC(=O)N2CCCCC2)n1CC1CCCO1 (stereo not given),7,0.93
C[C@]12c3[nH]c4cc(-c5ccco5)ccc4c3CCN1C(=O)[C@@H](CC(=O)NCC13CC4CC(CC(C4)C1)C3)C[C@@H]2C(=O)N1CCOCC1,-20,1.2
c1ccc(CN2CCN(c3nc(N4CCOCC4)c4ccccc4n3)CC2)cc1,8,0.93
Oc1c(Cl)cc(Cl)cc1CNc1ccc(Br)cn1,9,0.91
CCOC(=O)c1cccc(N/C=C/C(=O)c2ccc(OC)c(OC)c2)c1,-7,1.1
O=C(O)c1ccc(-n2nc(C(F)(F)F)c3c2CCCC3)cc1,2,0.98
CC[C@]12c3[nH]c4cc(-c5ccco5)ccc4c3CCN1C(=O)[C@@H](CC(=O)NCCC1=CCCCC1)C[C@@H]2C(=O)N1CCN(C(=O)c2ccco2)CC1,-1,1
c1coc(C2Nc3cccc4cccc(c34)N2)c1,69,0.31
Cc1nc2ccc(C(=O)O)cc2[nH]1,-1,1
COCCCNC(=O)Cn1cnc2c(NCc3ccccc3)ncnc21,-5,1
COc1ccc(Cc2nn[nH]n2)cc1,-18,1.2
O=C(O)c1ccc(SCc2cnc(Cl)s2)cc1,6,0.94
CCOC(=O)CCc1c(C)c2ccc(OCc3nn[nH]n3)c(C)c2oc1=O,10,0.9
COc1ccc(CCNC(=O)CN2CCN(S(=O)(=O)c3ccc(Cl)cc3)CC2)cc1OC,3,0.97
COc1ccc(OC)c(S(=O)(=O)Nc2cc(Cl)cc(Cl)c2)c1,-2,1
O=C(CCSc1nnc(-c2ccco2)o1)Nc1ccccc1,0,1
Cc1ccc2[nH]c(-c3cccc(N)c3)cc2c1,-2,1
Cc1cc(C(F)(F)F)c2c(N)c(C(=O)Nc3cc(C)on3)sc2n1,-7,1.1
O=C(N/N=C/c1ccc(O)c(O)c1)N/N=C/c1ccc(O)c(O)c1,72,0.28
CCCCc1cc(=O)oc2c(CN(C)C)c(O)ccc12,5,0.95
COc1ccc(OC)c(C2C3=C(CCCC3=O)Nc3c2c(=O)n(C)c(=O)n3C)c1 (stereo not given),3,0.97
CCCOc1ccc(C(=O)NCc2ccco2)cc1,-4,1
Cc1ccc(C(=O)NC2CC3CCCC(C2)N3C(=O)NC2CCCCC2)cc1 (stereo not given),2,0.98
Cc1c(C(=O)N/N=C/c2cccs2)nc2ccccn12,-5,1.1
COc1ccc(O)c(/C=N/NC(=O)c2ccc(OCc3cccc(Br)c3)cc2)c1,21,0.79

# An excerpt. The share of hits here may be higher or lower than overall.
